From PubChem BioAssay
TRPC4 potent – TRPC4 (mouse) allosteric potentiation; 310,000 compounds, 0.42% hits; HEK293 TRPC4beta/mu-opioid, DAMGO EC20, Fluo-4 Ca2+ flux; hits give high values; Q9QUQ5; AID 2227; B-score at 10 µM;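 active = B-score of calcium response area above 5 SD of library B-scores, with initial fluorescence ratio within 5 SD of library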;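 note: B-score of integrated fluorescence ratio over time as area under calcium response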
KCNQ1 inh – human KCNQ1 channel inhibition; CHO-K1 KCNQ1, FluxOR thallium flux fluorescence; hits give high values; B-score at 10 µM; 310,000 compounds, 1.3% hits;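 active = compounds whose thallium flux B-score, printed positive for inhibition, exceeds three library SD while starting fluorescence stays within three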;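 note: channel opened by potassium depolarization with thallium stimulus after 20 min compound exposure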
TRPC4 inh – blocks the mouse TRPC4 cation channel. HEK293 TRPC4beta/mu-opioid, DAMGO-evoked Fluo4 calcium flux; hits give low values. B-score at 10 µM. 300,000 compounds, 0.39% hits. AID 2247;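 active = B-score over 3 SD under the library average, no early fluorescence shift, positive overall ratio signal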
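Assay system: Stable TRPC4beta/mu-opioid receptor HEK293 cells | Reagent: DAMGO in two steps, submaximal then maximal | Compound dosing: Single concentration per test compound | Signal: Fluo4 Ca2+ flux fluorescence | Evaluation: Per-well B score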
TRPC4 agonist – TRPC4 (mouse) channel activation; 310,000 compounds, 0.49% hits; Q9QUQ5; HEK293 TRPC4beta/mu-opioid, Fluo4 calcium fluorescence; hits give high values; AID 2237; B-score at 10 µM;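 active = B-score above 5 SD of library B-scores, and initial fluorescence ratio not above library mean plus 5 SD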;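 note: positive B-score marks a calcium rise read as TRPC4 activation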
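System: HEK293 cells stably co-expressing mouse TRPC4beta and mu-opioid receptor; Schedule: Fluo4 dye loading 45 min at room temperature, 110 s recording; Detection: Fluo4 fluorescence, kinetic; Evaluation: B-scored integrated calcium fluorescence ratio; Controls: buffer (low) and maximal DAMGO (high).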
DYRK1A inh – blocks rat Dyrk1A kinase activity; inhibition, % at 12.5 µM; ADP-Glo luminescence, NFATc1 peptide; 310,000 compounds, 0.43% hits; Q63470; in the data active = inhibition above about 50%;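 note: plate controls were vehicle with enzyme for no effect and no enzyme for full effect; many of its hits are not listed in these tables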
hERG protect – hERG (human) protection from proarrhythmic block; 310,000 compounds, 0.51% hits; AID 1511; activation (rescue from dofetilide block), less the hit threshold, % at 10 µM; CHO-hERG, FluxOR thallium flux, dofetilide IC70 present;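 active = activation above the mean of controls blocked by dofetilide plus 5 SD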;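 note: thallium influx through hERG after potassium depolarization seen as dye fluorescence rise; in these data hits start at about 4.7%; inactives centre near -7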
Platelet DG rel – modulates dense granule release in human platelets | human platelet-rich plasma, SFLLRN dense granule ATP release, luminescence | inhibition, %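 (compounds screened at 7.5 µM in platelet-rich plasma)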 | 300,000 compounds, 0.22% hits;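 active = mean replicate score, as percent of positive control, at or above 50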
KCNQ1 pot – human KCNQ1 channel potentiation or activation; B-score at 10 µM; AID 2648; CHO-K1 KCNQ1, thallium flux FluxOR fluorescence; hits give high values; 310,000 compounds, 0.35% hits;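 active = fluorescence ratio B-score, a plate-corrected score, at least three library SD, with initial intensity B-score within 5 SD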
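System: CHO-K1 cells stably expressing KCNQ1 / Medium: assay buffer for compound exposure, DMSO matched across wells / Reagent: thallium- and potassium-containing depolarizing buffer / Compound: one concentration, matched DMSO / Incubation: 20 min compound pretreatment at room temperature / Measured by: kinetic FluxOR fluorescence, 10 s baseline plus 110 s post-stimulus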
KCNK3 inh – human KCNK3 channel inhibition, primary screen; 340,000 compounds, 0.84% hits; O14649; CHO-KCNK3 thallium flux, FluxOR fluorescence; hits give low values; AID 602410; B-score at 10 µM;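 active = B-score under library mean minus 4 SD, starting fluorescence ratio at most library mean plus 5 SD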;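 note: more negative B-score means stronger inhibition of thallium flux through KCNK3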
Target sequence (O14649 whole entry, looked up): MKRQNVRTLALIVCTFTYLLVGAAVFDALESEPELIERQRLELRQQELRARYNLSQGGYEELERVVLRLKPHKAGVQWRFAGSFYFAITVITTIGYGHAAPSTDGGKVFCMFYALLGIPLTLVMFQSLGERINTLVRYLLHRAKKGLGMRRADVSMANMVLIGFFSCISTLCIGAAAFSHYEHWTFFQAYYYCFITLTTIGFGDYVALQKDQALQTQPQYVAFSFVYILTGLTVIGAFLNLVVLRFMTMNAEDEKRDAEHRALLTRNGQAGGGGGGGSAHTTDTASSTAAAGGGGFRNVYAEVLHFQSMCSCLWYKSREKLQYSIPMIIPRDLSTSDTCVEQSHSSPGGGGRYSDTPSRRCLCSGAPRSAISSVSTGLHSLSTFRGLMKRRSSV
PolyA inhibitor – inhibitors of polyadenylation in S. cerevisiae. S. cerevisiae SKY197-pL101 polyadenylation reporter, beta-gal luminescence; efflux-impaired pdr1/pdr3 knockout yeast; score 100 = 6 SD above DMSO. calls only at 12 µM. 300,000 compounds, 0.02% hits;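 active = lowest replicate activity score at least 50, where 100 means six control SD above control mean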;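 note: yeast exposed to compound for 9 h at 30 °C; higher score means more reporter readthrough which indicates perturbed polyadenylation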
KCNK9 block – human KCNK9 channel inhibition | Q9NPC2 | HEK293 KCNK9, FluxOR thallium flux fluorescence; hits give low values | B-score at 10 µM | 310,000 compounds, 1.2% hits | AID 488922;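 active = ratio B-score over 3 SD below the library mean, with starting fluorescence within 5 SD of its mean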;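 note: negative B-score means less thallium flux so channel inhibition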
Target sequence (Q9NPC2 whole entry, looked up): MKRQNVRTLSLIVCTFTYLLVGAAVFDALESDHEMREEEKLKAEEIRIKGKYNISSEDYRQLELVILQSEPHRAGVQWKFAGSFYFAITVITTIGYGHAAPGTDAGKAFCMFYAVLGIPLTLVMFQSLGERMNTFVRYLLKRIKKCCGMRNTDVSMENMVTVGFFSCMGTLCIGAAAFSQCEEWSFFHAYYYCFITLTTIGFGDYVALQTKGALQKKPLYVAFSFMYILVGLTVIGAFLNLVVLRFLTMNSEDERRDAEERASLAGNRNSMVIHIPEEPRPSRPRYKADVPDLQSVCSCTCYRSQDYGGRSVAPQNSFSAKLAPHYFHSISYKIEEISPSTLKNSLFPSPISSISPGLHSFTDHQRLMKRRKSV
* = called active by the depositor; i = inactive; . = not tested or not shown. Only part of the results is shown, so the mix of outcomes need not match the whole.

Results follow in this order: TRPC4 potent	KCNQ1 inh	TRPC4 inh	TRPC4 agonist	DYRK1A inh	hERG protect	Platelet DG rel	KCNQ1 pot	KCNK3 inh	PolyA inhibitor	KCNK9 block
1. CC1(c2ccccc2)CC(C)(C)N2C(=O)Cc3cccc1c32 (centres undefined)
  i	i	i	i	-4	-19	-2	i	i	i	i
2. Cc1ccc2occ(/C=N/NC(=O)c3ccccc3C)c(=O)c2c1
  i	i	i	i	-1	-8	33	i	i	i	i
3. O=C(O)c1ccc2c3c(cccc13)C(=O)N(c1ccccc1)C2=O
  i	i	i	i	3	-6	-1	i	i	i	i
4. O=C(CCNC(=O)N1CC(=O)Nc2ccccc21)Nc1ccc(Cl)cc1
  i	i	i	i	-4	-5	1	i	i	i	i
5. C=CCNC(=S)NCc1ccc(CNC(=S)NCC=C)cc1
  i	i	i	i	.	-8	-2	i	i	i	i
6. CCC(C)(C)n1nnnc1CN1CCN(C(c2ccccc2)c2ccccc2)CC1
  i	i	i	i	4	-15	1	i	-13*	i	i
7. O=P(c1ccccc1)(c1ccccc1)c1nc(-c2ccccc2)oc1N1CCOCC1
  i	i	i	i	2	-13	22	i	i	i	i
8. CNC(=O)N(O)C1N(C)C(=O)N(Cc2ccccc2)C1(C)C (centres undefined)
  i	i	i	i	-5	-7	2	i	i	i	i
9. COc1cccc(NC(=O)Cn2c3ccccc3c3nc4n(c(=O)c32)CCCS4)c1
  i	i	i	i	1	-4	8	i	i	i	i
10. Cc1ccc(-c2nn(-c3ccccc3)cc2/C=C/C(=O)O)o1
  i	i	i	i	-2	-8	-1	i	i	i	i
11. Cc1cc(OCC(=O)Nc2ccc(OCc3ccccc3)cc2)nc(C(C)C)n1
  i	i	i	i	1	-9	2	i	i	i	i
12. CCOC(=O)C1(C)/C(=N/Nc2cccc(Cl)c2)C(=O)C(=O)N1c1ccccc1 (centres undefined)
  i	i	i	i	3	-12	2	i	i	i	i
13. COc1ccc(CCNC(=O)C(=O)NCC2CCCN2S(=O)(=O)c2ccc(OC)cc2)cc1 (centres undefined)
  i	i	i	i	1	-21	10	i	i	i	i
14. Cc1cccc(C(=O)N2CCCC(CCC(=O)N3CCN(c4ccccn4)CC3)C2)c1 (centres undefined)
  i	i	i	i	2	-8	11	i	i	i	i
15. CNC(=O)COC(=O)c1ccccc1C(=O)c1ccc(Cl)c([N+](=O)[O-])c1
  i	6*	i	i	-2	-35	-4	i	i	i	i
16. CC(NC(=O)c1cccc(N2CCCC2=O)c1)c1ccc2c(c1)OCCO2 (centres undefined)
  i	i	i	i	8	-3	1	i	i	i	i
17. CCNc1nc(NC(C)CC)nc(Oc2ccc(=O)[nH]n2)n1 (centres undefined)
  i	i	i	i	-4	-3	1	i	i	i	i
18. Cc1cc(C)c(C#N)c(N2CCN(Cc3ccccc3)CC2)n1
  i	i	i	i	2	-9	-23	i	i	i	i
19. COc1cc2c(cc1OC)C(Cc1ccc(O)cc1)NCC2 (centres undefined)
  i	i	i	i	.	-5	4	i	i	i	i
20. O=C(COn1nnc2ccc(Cl)cc21)NCc1ccccc1
  i	i	i	i	-6	-6	4	i	i	i	i
21. Cc1ccc(C2=C/C(=C/c3cccnc3)C(=O)O2)c(C)c1
  i	i	i	i	-5	-4	8	i	i	i	i
22. c1ccc2c(Nc3nc(-c4ccncc4)nc4ccccc34)cccc2c1
  i	i	i	i	.	-6	0	i	i	i	i
23. CC1=C(C(=O)OCc2ccccc2)C(c2ccccc2Cl)NC(=O)N1CCCC(=O)O (centres undefined)
  i	i	i	i	-2	-7	-3	i	i	i	i
24. CCCS(=O)(=O)N1CCCC(C(=O)Oc2ccc(Cl)cc2)C1 (centres undefined)
  i	i	i	i	-6	-2	3	i	i	i	i
25. COc1cc(/C=N/O)c(Br)cc1OCC(=O)Nc1ccccc1C
  i	i	i	i	-7	-4	-14	i	i	i	i
26. S=C(NC1CCCCC1)N1CCN(c2ccccn2)CC1
  i	i	i	i	-1	-10	-3	i	i	i	i
27. COc1ccc(Nc2nc3ccccc3n3cnnc23)cc1
  i	i	i	i	28	-8	0	i	i	i	i
28. CCOc1cc(/C=C2/NC(=O)NC2=O)cc(Br)c1OCc1ccc(C(=O)O)cc1
  i	i	i	i	-2	-8	-5	i	i	i	i
29. N#Cc1ccc(N2CCOCC2)nc1
  i	i	i	i	-5	-9	12	i	i	i	i
30. CCCC(=O)Nc1ccc2nc(SCC(=O)Nc3nccs3)sc2c1
  i	i	i	i	11	-2	-4	i	i	i	i
31. O=C(O)/C=C/C(=O)N1CCN(C(c2ccccc2)c2ccccc2)CC1
  i	i	i	i	2	-9	12	i	i	i	i
32. COc1ccc(NC(=O)COC(=O)c2cc(OC)c(OC)cc2NC(=O)c2ccco2)cc1OC
  i	i	i	i	-4	-7	-5	i	i	i	i
33. NC1=NC(c2cccc(Cl)c2)N(CCc2ccc(F)cc2)C(N)=N1 (centres undefined)
  i	i	i	i	-3	-6	12	i	i	i	i
34. Cc1nc(C(F)(F)F)nc(Nc2ccc(Br)cc2)c1C#N
  i	i	i	i	22	-4	7	i	i	i	i
35. CC1(C)NC(=O)N(CCOCCOc2ccc3ccccc3c2Br)C1=O
  13*	i	i	i	6	-12	-2	i	i	i	i
36. COc1ccc(N2C(=O)c3ccccc3NC23CCC(C)CC3)cc1 (centres undefined)
  i	i	i	i	0	-8	15	i	i	i	i
37. COc1cc(OC)cc(C(=O)Nc2ccc3c(c2)n(C)c(=O)n3C)c1
  i	i	i	i	-1	-5	12	i	i	i	i
38. COc1cc(NC(=S)NCc2ccc(S(N)(=O)=O)cc2)c(OC)cc1Cl
  i	i	i	i	1	-12	3	i	i	i	i
39. NNC(=O)c1[nH]c(-c2ccccc2)cc1-c1ccccc1
  i	i	i	i	0	-5	-4	i	i	i	i
40. O=C(CCc1nnc2ccc(NCc3ccccc3)nn12)NCC1CCN(C2CCCC2)C1 (centres undefined)
  i	i	i	i	-8	-7	-6	i	i	i	i
41. NS(=O)(=O)c1cccc(NC(=O)CSc2nn(-c3ccccc3)c(=S)s2)c1
  i	i	i	i	5	-13	-11	i	i	i	i
42. Cn1cnnc1SCC(=O)NC1CCCC1
  i	i	i	i	.	-4	-14	i	i	i	i
43. O=C(NCc1ccco1)C1CCN(c2nnc(-n3cccc3)s2)CC1
  i	i	i	i	7	-7	-5	i	i	i	i
44. O=C(Nc1ccc(OC(F)F)cc1)c1cc(S(=O)(=O)N2CCOCC2)ccc1F
  i	i	i	i	-9	-7	0	i	i	i	i
45. CCS(=O)(=O)n1nc(-c2ccc(Cl)cc2)nc1N
  i	i	i	i	2	0	9	i	i	i	i
46. Cn1c(=O)c2cc(S(=O)(=O)Nc3cccc(F)c3)ccc2n(C)c1=O
  i	i	i	i	-4	-5	-3	i	i	i	i
47. O=C(Nc1c2c(nn1-c1ccccc1)CS(=O)(=O)C2)c1ccc2c(c1)OCO2
  i	i	i	i	-7	-9	-9	i	i	i	i
48. C=CCN(Cc1cc(OC)ccc1OC)C(=O)c1cc2ccc(OC)cc2[nH]1
  i	i	i	i	0	-10	-2	i	i	i	i
49. Cc1ccc(C(=O)N/C(=C\c2ccc(Br)cc2)c2nc(=S)[nH][nH]2)cc1
  i	i	i	i	4	-2	2	i	i	i	i
50. O=C(NCC1CCCO1)C1CCN(S(=O)(=O)N2CCCC2)CC1 (centres undefined)
  i	i	i	i	-2	-4	-6	i	i	i	i
51. O=C1/C(=C\c2ccc(-c3ccccc3Cl)o2)SC(=S)N1CC1CCCO1 (centres undefined)
  i	i	i	i	0	-1	-1	i	i	i	i
52. COc1ccc(OC)c(C(c2nnnn2C2CCCC2)N2CCN(c3ccccc3F)CC2)c1 (centres undefined)
  i	i	i	i	0	-7	-2	i	i	i	-8.9*
53. CCn1c(NCc2ccco2)nc2c1c(=O)n(C)c(=O)n2C
  i	i	i	i	-6	-2	4	i	i	i	i
54. CCN(CC(=O)NCc1cccs1)S(=O)(=O)c1ccc([N+](=O)[O-])cc1
  i	i	i	i	8	-5	-3	i	i	i	i
55. COc1ccc(CCNc2oc(-c3cccc4ccccc34)nc2P(=O)(OC)OC)cc1OC
  i	i	i	i	1	-8	5	i	i	i	i
56. COc1ccnc(Nc2ccc(C)c(C)c2)c1C#N
  i	i	i	i	0	-3	0	i	i	i	i
57. COc1cccc(C2=NN(C(=O)CCCC(=O)O)C(c3cccs3)C2)c1 (centres undefined)
  i	i	i	i	-4	-3	-3	i	i	i	i
58. Cc1c(CC(=O)O)c(=O)oc2c(C)c3occ(-c4ccccc4)c3cc12
  i	i	i	i	-6	-8	2	i	i	i	i
59. O=C(Cn1cnc2c(oc3ccccc32)c1=O)NCc1ccccc1
  i	i	i	i	-1	-5	-28	i	i	i	i
60. O=C(O)CCc1nn2c3ccccc3n(CC(=O)c3ccccc3)c2nc1=O
  i	i	i	i	-30	-3	-4	i	i	i	i

Following part.
Results follow in this order: TRPC4 potent	KCNQ1 inh	TRPC4 inh	TRPC4 agonist	DYRK1A inh	hERG protect	Platelet DG rel	KCNQ1 pot	KCNK3 inh	PolyA inhibitor	KCNK9 block
61. CN(C)S(=O)(=O)Oc1ccsc1C(=O)Nc1cccc(Cl)c1
  i	i	i	i	-3	-10	0	i	i	i	i
62. COc1ccccc1C(=O)NC(CCSC)C(=O)NC1CCCCCC1 (centres undefined)
  i	i	i	i	5	-21	-4	i	i	i	i
63. COc1cccc(COC(=O)C2CCN(S(=O)(=O)c3cccs3)CC2)c1OC
  i	i	i	i	12	-12	14	i	i	i	i
64. O=C(CN1CCOCC1)NN=C1CCCCCCCCCCC1
  i	i	i	i	2	-8	-7	i	i	i	i
65. Cc1ccc(C(=O)NC2CCCCC2)cc1S(=O)(=O)N1CCCC1
  i	i	i	i	-2	-8	18	i	i	i	i
66. CCc1ccccc1NC(=O)CSc1nc(C)c(C)o1
  i	i	i	i	.	-6	-2	i	i	i	i

Record cards, from the list above:
Record of NS(=O)(=O)c1cccc(NC(=O)CSc2nn(-c3ccccc3)c(=S)s2)c1 : TRPC4 potent: i; KCNQ1 inh: i; TRPC4 inh: i; TRPC4 agonist: i; DYRK1A inh: 5; hERG protect: -13; Platelet DG rel: -11; KCNQ1 pot: i; KCNK3 inh: i; PolyA inhibitor: i; KCNK9 block: i
Record of N#Cc1ccc(N2CCOCC2)nc1 : TRPC4 potent: i; KCNQ1 inh: i; TRPC4 inh: i; TRPC4 agonist: i; DYRK1A inh: -5; hERG protect: -9; Platelet DG rel: 12; KCNQ1 pot: i; KCNK3 inh: i; PolyA inhibitor: i; KCNK9 block: i
